RBX1-CUL1 inh – inhibitors of human ROC1-CUL1 ubiquitin ligase activity; hit rate 0.6% among 140,000; inhibition, % at 10 µM; P62877+Q13616; in vitro K48 di-Ub FRET, acceptor:donor ratio, 45 min; AID 1347404; in the data active = inhibition above about 25%
Target sequence (P62877 whole entry, looked up): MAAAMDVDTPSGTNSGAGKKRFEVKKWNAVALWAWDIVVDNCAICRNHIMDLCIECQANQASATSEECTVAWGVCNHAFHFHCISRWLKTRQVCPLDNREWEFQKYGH
Target sequence (Q13616 whole entry, looked up): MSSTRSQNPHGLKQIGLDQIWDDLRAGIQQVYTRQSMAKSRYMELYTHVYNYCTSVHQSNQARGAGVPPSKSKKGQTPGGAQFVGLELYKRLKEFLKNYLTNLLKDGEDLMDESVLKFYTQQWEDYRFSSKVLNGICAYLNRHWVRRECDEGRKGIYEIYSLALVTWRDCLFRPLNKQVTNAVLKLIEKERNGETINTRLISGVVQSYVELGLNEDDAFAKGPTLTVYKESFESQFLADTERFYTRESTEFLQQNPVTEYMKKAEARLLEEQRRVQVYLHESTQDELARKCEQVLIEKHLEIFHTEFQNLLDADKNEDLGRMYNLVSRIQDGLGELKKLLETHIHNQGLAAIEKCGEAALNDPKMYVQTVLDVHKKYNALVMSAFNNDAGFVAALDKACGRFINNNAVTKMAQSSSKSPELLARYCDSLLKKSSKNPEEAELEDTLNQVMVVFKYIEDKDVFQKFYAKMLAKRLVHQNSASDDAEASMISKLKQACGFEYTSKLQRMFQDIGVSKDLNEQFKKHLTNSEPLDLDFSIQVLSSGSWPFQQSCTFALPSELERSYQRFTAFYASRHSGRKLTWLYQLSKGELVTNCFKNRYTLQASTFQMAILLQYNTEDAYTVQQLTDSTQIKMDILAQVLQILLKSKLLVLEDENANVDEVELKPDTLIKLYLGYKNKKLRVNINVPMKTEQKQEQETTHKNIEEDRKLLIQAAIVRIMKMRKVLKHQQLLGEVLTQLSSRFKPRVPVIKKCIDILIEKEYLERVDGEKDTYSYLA
An asterisk follows results filed as active. Not all compounds are listed; the hit share may differ from the screen's.

What do the screens show for `COc1cc(C(=O)NN(C(=S)SC)S(C)(=O)=O)cc(OC)c1OC`?
RBX1-CUL1 inh: 6

What do the screens show for `O=c1oc2ccccc2c(N2CCCC2)c1[N+](=O)[O-]`?
RBX1-CUL1 inh: 2

How did COc1ccc(C)cc1NC(=O)c1ccc2c(Cl)c3c(nc2c1)CCC3 do in these assays?
RBX1-CUL1 inh: 0

How did O=C(NCc1ccc(F)cc1)c1ccc(CSCc2cccc(Cl)c2)o1 do in these assays?
RBX1-CUL1 inh: -4

Results for CCc1noc(C)c1C(=O)Nc1ccccc1Cc1ccccc1 ?
RBX1-CUL1 inh: -2

Results for O=C(Nc1ccc(OC(F)(F)F)cc1)c1nn2c(C(F)(F)F)cc(-c3cccs3)nc2c1Cl ?
RBX1-CUL1 inh: -5

Results for O=C(NCCOc1ccc2c(c1)CCCC2)c1ccc2c(c1)OCO2 ?
RBX1-CUL1 inh: 2

What do the screens show for `Cc1cc(C(=O)N2CCOc3ccc(CN4CCC(OCc5ccccc5)CC4)cc3C2)nc(C)n1`?
RBX1-CUL1 inh: 5

What do the screens show for `COc1ccc(NC(=O)Cn2c(=O)n(-c3ccc(C)c(C)c3)c(=O)c3c(C)c(C)sc32)cc1`?
RBX1-CUL1 inh: 3

How did CCOC(=O)C1=C2Oc3ccc(Cl)cc3N2C(=O)C(=NC(=O)c2ccc(F)cc2)C1 do in these assays?
RBX1-CUL1 inh: -10

How did Cn1cnc([N+](=O)[O-])c1Sc1c(Cl)cccc1Cl do in these assays?
RBX1-CUL1 inh: 0

How did CCN(Cc1nccs1)CC1CCCN(CCc2cccc(OC)c2)C1 (configuration not stated) do in these assays?
RBX1-CUL1 inh: 5

What do the screens show for `O=C(O)C1CC=CCC1C(=O)N1CCN(c2nc(-c3ccccc3)c3cc(Br)ccc3n2)CC1` (configuration not stated)?
RBX1-CUL1 inh: -3

How did CCOC(=O)C1(CCOc2ccccc2)CCCN(C(=O)CN2CCCCC2=O)C1 (configuration not stated) do in these assays?
RBX1-CUL1 inh: 1

How did Cc1c(C)n2c3c(=O)n(Cc4ccccc4)c(=O)n(C)c3nc2n1CC(C)C do in these assays?
RBX1-CUL1 inh: 5

What do the screens show for `O=C(O)c1nc(-c2ccccc2)nnc1-c1ccc(Cl)cc1`?
RBX1-CUL1 inh: -8

What do the screens show for `COc1ccc(C(CNC(=O)COc2cc(C)cc(C)c2)N2CCOCC2)cc1` (configuration not stated)?
RBX1-CUL1 inh: 3

What do the screens show for `N=C1/C(=C/c2ccc(OC(=O)c3ccccc3)cc2)C(=O)N=C2SN=C(SCc3ccccc3)N12`?
RBX1-CUL1 inh: -1

What do the screens show for `Cn1cnc(S(=O)(=O)N2CCCC(C(=O)NCc3ccccc3)C2)c1` (configuration not stated)?
RBX1-CUL1 inh: -10

Results for COC(=O)c1ccc(/C=N/NC(=O)CC#N)cc1 ?
RBX1-CUL1 inh: 1

Reprinted from the part before: two compounds, then new ones.
What do the screens show for `Cn1cnc(S(=O)(=O)N2CCCC(C(=O)NCc3ccccc3)C2)c1` (configuration not stated)?
RBX1-CUL1 inh: -10

Results for COC(=O)c1ccc(/C=N/NC(=O)CC#N)cc1 ?
RBX1-CUL1 inh: 1

Results for Cc1nn(C)cc1NC(=O)Cn1nc(C(F)(F)F)cc1C1CC1 ?
RBX1-CUL1 inh: -10

What do the screens show for `Cc1ccc(NS(=O)(=O)c2cc(F)ccc2F)cc1C`?
RBX1-CUL1 inh: 8

What do the screens show for `COc1cc(C(=O)NCCc2csc3nc(-c4ccccc4C)nn23)cc(OC)c1OC`?
RBX1-CUL1 inh: -1

How did Cc1ccc(N2CC(NC(=O)C3CCCC3)CC2=O)cc1 (configuration not stated) do in these assays?
RBX1-CUL1 inh: 3

What do the screens show for `O=C(OCCN1CCCC1)C1(c2ccccc2)CCCC1`?
RBX1-CUL1 inh: 10

What do the screens show for `COc1ccccc1CCNC1CCN(c2ccc(NC(=O)CCc3ccccc3)cc2)CC1`?
RBX1-CUL1 inh: 4

What do the screens show for `COC(=O)c1nnn(CC(=O)NC(=O)Nc2ccc(F)cc2)c1C(=O)OC`?
RBX1-CUL1 inh: -5

How did Cc1ccc(CN(C(=O)COc2ccccc2[N+](=O)[O-])c2ccccn2)cc1 do in these assays?
RBX1-CUL1 inh: 6

Results for CN(Cc1ccccc1)S(=O)(=O)c1ccc(Cl)nc1 ?
RBX1-CUL1 inh: 8

Results for Cc1ccc(CCNc2nc3ccccc3c3nc(-c4ccccc4)nn23)cc1 ?
RBX1-CUL1 inh: -3

What do the screens show for `O=[N+]([O-])C1=CC2c3ccccc3C1c1ccccc12`?
RBX1-CUL1 inh: -2

What do the screens show for `CCOC(=O)C1=C(C)N=C2CC(c3ccccc3)C(C(=O)OCC)C(=O)C2C1c1cnc2ccccc2n1` (configuration not stated)?
RBX1-CUL1 inh: -1

Results for CS(=O)(=O)N(CC(=O)Nc1cc(C(F)(F)F)ccc1Cl)C1CCCCC1 ?
RBX1-CUL1 inh: 3

How did Cc1c(C(=O)NCc2ccc(F)cc2)sc2nc3n(c(=O)c12)CCC3 do in these assays?
RBX1-CUL1 inh: 3

Results for Cc1ccc(Cl)cc1NC(=O)CSc1nnc(NC(=O)c2ccccc2F)s1 ?
RBX1-CUL1 inh: 4

How did CN(c1ccc(Cl)cc1)S(=O)(=O)c1nnc(NC(=O)c2ccco2)s1 do in these assays?
RBX1-CUL1 inh: 3

Results for CCC(C)C(=O)Nc1ccccc1O (configuration not stated) ?
RBX1-CUL1 inh: -2

How did CC1(C)CCC(=O)C(CN2C(=O)c3ccccc3C2=O)C1=O (configuration not stated) do in these assays?
RBX1-CUL1 inh: 4

Results for CC(=O)Nc1cccc2c1NSN2 ?
RBX1-CUL1 inh: 0

How did COc1ccc(NC(=O)c2noc3c2CSc2ccccc2-3)cc1Cl do in these assays?
RBX1-CUL1 inh: -1

What do the screens show for `Cc1ccc(N2C(=O)c3ccccc3NC2c2cccc(OCc3ccc(Cl)cc3Cl)c2)cc1` (configuration not stated)?
RBX1-CUL1 inh: -9

What do the screens show for `C=C(C)C1CC=C(C)/C(=N\NC(=O)c2ccccc2I)C1` (configuration not stated)?
RBX1-CUL1 inh: 7

How did CCOC(=O)c1cc2n(c1N)-c1ccccc1C2=O do in these assays?
RBX1-CUL1 inh: -6

Results for CCOC(=O)c1c(NC(=O)CN2CCOCC2)sc2c1CCC(C)C2 (configuration not stated) ?
RBX1-CUL1 inh: -3

How did COc1ccccc1N1CCN(c2ncnc3c2nnn3C)CC1 do in these assays?
RBX1-CUL1 inh: -10

How did COC(=O)c1scc(-c2ccc(C)cc2)c1S(=O)(=O)Nc1cc(C)ccc1OC do in these assays?
RBX1-CUL1 inh: -6

Results for Cc1oc2c(cc(NS(=O)(=O)c3ccc(Cl)cc3)c3ccccc32)c1C(=O)OCc1ccccc1 ?
RBX1-CUL1 inh: 5

What do the screens show for `COc1cc(OC)c(OC)cc1C=NCC1COc2ccccc2O1` (configuration not stated)?
RBX1-CUL1 inh: -2

What do the screens show for `CCc1nnc(NC(=O)CN2C(=O)/C(=C\c3ccccc3)SC2=S)s1`?
RBX1-CUL1 inh: -1

What do the screens show for `CCn1c(=N)n(CCc2ccccc2)c2ccccc21`?
RBX1-CUL1 inh: -8

Among those listed so far, 5 contain a thiophene ring, fused or not.
Results for O=C(Nc1ccc(OC(F)(F)F)cc1)c1nn2c(C(F)(F)F)cc(-c3cccs3)nc2c1Cl ?
RBX1-CUL1 inh: -5

What do the screens show for `COc1ccc(NC(=O)Cn2c(=O)n(-c3ccc(C)c(C)c3)c(=O)c3c(C)c(C)sc32)cc1`?
RBX1-CUL1 inh: 3

How did Cc1c(C(=O)NCc2ccc(F)cc2)sc2nc3n(c(=O)c12)CCC3 do in these assays?
RBX1-CUL1 inh: 3

Results for CCOC(=O)c1c(NC(=O)CN2CCOCC2)sc2c1CCC(C)C2 (configuration not stated) ?
RBX1-CUL1 inh: -3

How did COC(=O)c1scc(-c2ccc(C)cc2)c1S(=O)(=O)Nc1cc(C)ccc1OC do in these assays?
RBX1-CUL1 inh: -6

(further entries)
How did O=C(O)c1c(-c2ccccc2)oc2ccc(OCc3ccc(Cl)c(Cl)c3)cc12 do in these assays?
RBX1-CUL1 inh: -7

What do the screens show for `CC(C)(C)c1ccc(S(=O)(=O)N2CCCN(S(=O)(=O)c3ccc(C(C)(C)C)cc3)CC2)cc1`?
RBX1-CUL1 inh: -9

Results for CC(=O)N1CCc2c(sc3c2c(=O)n(-c2ccc(F)cc2)c(=O)n3Cc2ccc(C#N)cc2)C1 ?
RBX1-CUL1 inh: -2

Results for CCCCC(CC)C(=O)Nc1c2c(nc3c1CCC3)CCCC2 (configuration not stated) ?
RBX1-CUL1 inh: 0

Results for O=C(Cn1nnc2ccccc21)NCCc1ccccc1 ?
RBX1-CUL1 inh: 0

What do the screens show for `CC(C)Oc1ccccc1/C=C1\C(=O)NC(=S)N(c2cccc(F)c2)C1=O`?
RBX1-CUL1 inh: -13

How did CCN(CC)CCN1C(=O)C(=O)C(C(=O)c2ccc(F)cc2)C1c1ccccc1F (configuration not stated) do in these assays?
RBX1-CUL1 inh: -11

What do the screens show for `CCS(=O)(=O)c1ncc(Cl)c(C(=O)NCc2ccccc2)n1`?
RBX1-CUL1 inh: -16

How did C#CCOc1ccc(/C=C2\SC(=S)N(c3cccc(C(=O)O)c3)C2=O)cc1OC do in these assays?
RBX1-CUL1 inh: -1

Results for CCCc1cc(C(=O)N2CCC(C3(CC)NC(=O)N(Cc4ccc5c(c4)OCO5)C3=O)CC2)n(C)n1 (configuration not stated) ?
RBX1-CUL1 inh: -5

How did COc1cc(S(=O)(=O)N2CCN=C2c2ccccc2)ccc1Cl do in these assays?
RBX1-CUL1 inh: 0

How did CCN1C(=O)c2cccc3c(C(=O)c4ccccc4)ccc(c23)C1=O do in these assays?
RBX1-CUL1 inh: 7

How did Cc1nn(CCC(=O)Nc2ccccc2Br)c(=O)c2nn(-c3ccccc3)c(C)c12 do in these assays?
RBX1-CUL1 inh: -1

Results for COc1ccccc1CN1CCCC(CN(CCN(C)C)C(=O)c2cc3ccccc3o2)C1 (configuration not stated) ?
RBX1-CUL1 inh: 8

Results for CCOC(=O)C1CCCN(C(=O)c2ccc3c(c2)sc2nc(-c4cccc(OC)c4)cn23)C1 (configuration not stated) ?
RBX1-CUL1 inh: -2

What do the screens show for `O=S(=O)(Nc1ccccn1)c1cccc(-c2nnc(-c3ccccc3)o2)c1`?
RBX1-CUL1 inh: 3

What do the screens show for `COc1ccc(NC(=O)C(=O)c2cc(C)n(-c3ccc(C)cc3)c2C)cc1Cl`?
RBX1-CUL1 inh: -7

What do the screens show for `O=S(=O)(c1ccccc1)N(CCN(Cc1ccccc1)S(=O)(=O)c1ccccc1)Cc1ccccc1`?
RBX1-CUL1 inh: 3

Results for O=C(Cn1c(=O)nc(-c2ccccc2)c2ccccc21)NCc1ccc(F)cc1 ?
RBX1-CUL1 inh: 4

What do the screens show for `Clc1ccc(CNc2ccc(CNc3ncn[nH]3)cc2)cc1`?
RBX1-CUL1 inh: 3

3 neighbouring compounds from above:
What do the screens show for `O=S(=O)(c1ccccc1)N(CCN(Cc1ccccc1)S(=O)(=O)c1ccccc1)Cc1ccccc1`?
RBX1-CUL1 inh: 3

Results for O=C(Cn1c(=O)nc(-c2ccccc2)c2ccccc21)NCc1ccc(F)cc1 ?
RBX1-CUL1 inh: 4

What do the screens show for `Clc1ccc(CNc2ccc(CNc3ncn[nH]3)cc2)cc1`?
RBX1-CUL1 inh: 3

Continuation:
What do the screens show for `CCC(=O)N1CCN(Cc2ccc(Cl)cc2Cl)CC1`?
RBX1-CUL1 inh: -6

What do the screens show for `N#Cc1c2n(c3c(Cl)ncnc13)CCCC2`?
RBX1-CUL1 inh: 9

Results for COC(=O)c1ccc(CNC(=O)c2ccc3nc(C4CC4)oc3c2)cc1 ?
RBX1-CUL1 inh: 1

Results for COc1ccc(C(C#N)c2cncc(NNC(=O)c3cc(OC)c(OC)c(OC)c3)n2)cc1OC (configuration not stated) ?
RBX1-CUL1 inh: 1

How did COc1ccc(OC)c(NC(=O)Cc2c(C(=O)O)[nH]c3ccc(Cl)cc23)c1 do in these assays?
RBX1-CUL1 inh: 3

What do the screens show for `COc1ccc(-c2cccc(-c3ccn(Cc4nccs4)n3)c2)cn1`?
RBX1-CUL1 inh: 3

Results for Cc1cc(C(=O)NC2CCCC2)ccc1NS(C)(=O)=O ?
RBX1-CUL1 inh: -4

What do the screens show for `CSc1ccc(CC2(CCC(=O)N3CCN(c4nc(C)cnc4C)CC3)CCC(=O)N2)cc1` (configuration not stated)?
RBX1-CUL1 inh: 1

How did COC(=O)c1ccc(NC(=O)c2cccc3c2C(=O)N(C2CCCCC2)C3)cc1 do in these assays?
RBX1-CUL1 inh: -7

How did O=C(O)CCC(=O)Nc1cc(F)ccc1F do in these assays?
RBX1-CUL1 inh: 4

What do the screens show for `COC(=O)c1cc2nc(OC)ccc2[nH]1`?
RBX1-CUL1 inh: 8

How did COc1ccccc1N1CC(C(=O)Nc2ccccc2Cl)CC1=O (configuration not stated) do in these assays?
RBX1-CUL1 inh: -2

Results for COc1cccc(C(=O)Nc2ccc3c(c2)Cc2ccccc2-3)c1OC ?
RBX1-CUL1 inh: 16

Results for CCCOc1ccc(CNC(=O)Cn2ncn3c(cc4sc(CC)cc43)c2=O)cc1 ?
RBX1-CUL1 inh: 0

Results for CC(C)CC(=O)Nc1cccc2ncccc12 ?
RBX1-CUL1 inh: -3

How did O=C(NCCc1ccc(Cl)cc1)c1ccc2c(c1)N(Cc1cccc(Cl)c1)C(=O)c1ccccc1S2(=O)=O do in these assays?
RBX1-CUL1 inh: -5

What do the screens show for `O=C(N=c1sc(-c2ccccc2)c(-c2ccccc2)n1CCc1ccccc1)c1ccccc1`?
RBX1-CUL1 inh: 6

How did CCOc1ccc(NC(=O)CC2C(=O)N(c3cccc(C)c3)C(=O)N2Cc2cccnc2)cc1 (configuration not stated) do in these assays?
RBX1-CUL1 inh: -6

What do the screens show for `COc1ccccc1-n1c(C)c(C(=O)O)c2cc(OC)c3ccccc3c21`?
RBX1-CUL1 inh: 2

What do the screens show for `COc1ccc(-c2cnnc(NCc3cn[nH]c3-c3ccc(F)cc3)n2)cc1OC`?
RBX1-CUL1 inh: -15

Results for COc1cc(/C=C/c2nc(-c3ccccc3O)n[nH]2)cc(OC)c1OC ?
RBX1-CUL1 inh: -10

Quoted at random: 2 records from the list
What do the screens show for `O=C(N=c1sc(-c2ccccc2)c(-c2ccccc2)n1CCc1ccccc1)c1ccccc1`?
RBX1-CUL1 inh: 6

What do the screens show for `COC(=O)c1cc2nc(OC)ccc2[nH]1`?
RBX1-CUL1 inh: 8
